Myeloid diff MLP: induction of myeloid progenitor differentiation, primary screen, cell-based, flow cytometry, MLPCN library. ER-HoxA9 myeloid progenitors, lysozyme-GFP differentiation. calls only at 10 µM. 360,000 tested, 1% active;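 active = normalized GFP-positive differentiation at or above the plate's own cutoff, the solvent-only control mean plus 3 SD; inconclusive = no clear call, values can overlap the other calls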;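 also: cells exposed to compound for four days before flow analysis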
T cell modulator: modulators of CD8 T cell-vesicle binding, primary screen, mouse 2C CD8+ T cells, flow cytometry; 2C CD8+ T cell-vesicle binding; stronger effect = lower value; calls only at 7 µM; 330,000 tested, 0.068% active; AID 2052, 2009;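 active = response, share of CD8 T cells binding vesicles, and their 90th percentile fluorescence all below set limits, cut at about 80% in these data, passing the limit was not always enough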
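incubation = binding step 1.5 h, 37 °C, antibody labelling 20 min, ice | test system = 2C mouse CD8+ T cells | read-out basis = percent CD8+ FL2 mean versus row control | controls = Peptide-free naked vesicles (low) and QL9 vesicles with 0.7% DMSO vehicle (high) | detection = flow cytometry of vesicle-bound cells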
T cell modulator vesicle-bound %: further read-out of T cell modulator, marked with its call; double positive events, %; measured here: CD8+ vesicle-bound cell fraction;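 binding gate set so that unloaded-vesicle control wells show 10% double positive cells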
Myeloid diff MLP GFP+ MAC1+ %: also measured in Myeloid diff MLP; calls as there; GFP+ MAC1+ double positive, %; measured here: differentiation confirmed by MAC1 staining
An asterisk follows results filed as active; i = inactive; ? = inconclusive; . = not tested or not shown; & = joins results of further samples.

Preview:
Screens by letter: A = Myeloid diff MLP; B = Myeloid diff MLP GFP+ MAC1+ %; C = T cell modulator; D = T cell modulator vesicle-bound %
#1 COC(=O)C1=C(c2ccc(OC(F)(F)F)cc2)C[C@@H]2CC[C@H]1N2C(=O)NC(C)C
  A = i; B = 2.2; C = i; D = 16
#2 COC(=O)C1=C(c2ccc(Cl)c(C(F)(F)F)c2)C[C@@H]2CC[C@H]1N2C(=O)NCC1CC1
  A = i; B = 0.5; C = i; D = 35
#3 COC(=O)C1=C(c2ccc(OC)c(OC)c2)C[C@@H]2CC[C@H]1N2C(=O)NCCCOC(C)C
  A = i; B = 0.7; C = i; D = 19
#4 Cc1ccc(N)c(N)c1
  A = i; B = 2.0; C = i; D = 22
#5 COC(=O)C1=C(c2ccc(F)cc2OCc2ccccc2)C[C@@H]2CC[C@H]1N2C(=O)N1CCC(C)CC1
  A = i; B = 1.9; C = i; D = 60
#6 CCN(CC)C(=O)c1ccc(NC(=O)COC(=O)c2ccc(Cl)s2)cc1
  A = i; B = 0.1; C = i; D = 30
#7 CC1CCCC(NC(=O)COC(=O)c2cn(C)c3ccccc23)C1C (stereo not drawn)
  A = i; B = 0.6; C = i; D = 34

All compounds of this part, from the first entry:
Screens by letter: A = Myeloid diff MLP; B = Myeloid diff MLP GFP+ MAC1+ %; C = T cell modulator; D = T cell modulator vesicle-bound %
#1 COC(=O)C1=C(c2ccc(OC(F)(F)F)cc2)C[C@@H]2CC[C@H]1N2C(=O)NC(C)C
  A = i; B = 2.2; C = i; D = 16
#2 COC(=O)C1=C(c2ccc(Cl)c(C(F)(F)F)c2)C[C@@H]2CC[C@H]1N2C(=O)NCC1CC1
  A = i; B = 0.5; C = i; D = 35
#3 COC(=O)C1=C(c2ccc(OC)c(OC)c2)C[C@@H]2CC[C@H]1N2C(=O)NCCCOC(C)C
  A = i; B = 0.7; C = i; D = 19
#4 Cc1ccc(N)c(N)c1
  A = i; B = 2.0; C = i; D = 22
#5 COC(=O)C1=C(c2ccc(F)cc2OCc2ccccc2)C[C@@H]2CC[C@H]1N2C(=O)N1CCC(C)CC1
  A = i; B = 1.9; C = i; D = 60
#6 CCN(CC)C(=O)c1ccc(NC(=O)COC(=O)c2ccc(Cl)s2)cc1
  A = i; B = 0.1; C = i; D = 30
#7 CC1CCCC(NC(=O)COC(=O)c2cn(C)c3ccccc23)C1C (stereo not drawn)
  A = i; B = 0.6; C = i; D = 34
#8 C[C@H]1C(=O)O[C@@H]2CCN3CC=C(COC(=O)[C@](C)(O)[C@]1(C)O)[C@H]23
  A = i; B = 1.6; C = i; D = 32
#9 COC(=O)C1=C(c2ccc(F)cc2OCc2ccccc2)C[C@@H]2CC[C@H]1N2C(=O)NC1CC1
  A = i; B = 1.4; C = i; D = 50
#10 C[C@]12CCC3C(CC[C@H]4C[C@@H](O)CC[C@]34C)[C@H]1CC[C@H]2O (stereo partly drawn)
  A = i; B = 1.4; C = i; D = 35
#11 COC(=O)C1=C(c2ccc(OCc3ccccc3)cc2)C[C@@H]2CC[C@H]1N2C(=O)NCCN1CCOCC1
  A = i; B = 4.3; C = i; D = 9
#12 COC(=O)C1=C(c2ccc(OC(F)(F)F)cc2)C[C@@H]2CC[C@H]1N2C(=O)NC1CC1
  A = i; B = 2.3; C = i; D = 23
#13 Cc1cc(N(CCCl)CCCl)ccc1/C=N/N=C(\N)c1cnccn1
  A = i; B = 0.0; C = i; D = 54
#14 Clc1ccc(C(c2ccc(Cl)cc2)n2cc[n+](CC(OCc3ccc(Cl)cc3Cl)c3ccc(Cl)cc3Cl)c2)cc1 (stereo not drawn)
  A = i; B = 1.6; C = i; D = 42
#15 COC(=O)C1=C(c2ccc(Cl)c(C(F)(F)F)c2)C[C@@H]2CC[C@H]1N2C(=O)NC(C)C
  A = i; B = 0.6; C = i; D = 50
#16 COC(=O)C1=C(c2ccc(F)cc2F)C[C@@H]2CC[C@H]1N2C(=O)NC1Cc2ccccc2C1
  A = i; B = 2.2; C = i; D = 44
#17 Cn1cccc1C1CCCN1CC(=O)Nc1ccc(C#N)c(Cl)c1 (stereo not drawn)
  A = i; B = 0.4; C = i; D = 40
#18 CN(C)C1(CNC(=O)c2cc(S(=O)(=O)N3CCOCC3)c(Cl)cc2Cl)CCCCC1
  A = i; B = 0.2; C = i; D = 44
#19 COC(=O)C1=C(c2cccc(OCc3ccccc3)c2)C[C@@H]2CC[C@H]1N2C(=O)NCc1cccc(F)c1
  A = i; B = 0.9; C = i; D = 32
#20 C[C@@H]1CC2C3CC=C4C[C@@H](O)CC[C@]4(C)C3CC[C@]2(C)[C@H]1O (stereo partly drawn)
  A = i; B = 0.6; C = i; D = 42
#21 CN1CCc2cc3c(cc2[C@H]1[C@@H]1OC(=O)c2c1ccc1c2OCO1)OCO3
  A = i; B = 1.3; C = i; D = 17
#22 COC(=O)C1=C(c2cccc(OCc3ccccc3)c2)C[C@@H]2CC[C@H]1N2C(=O)NCc1ccccc1
  A = i; B = 1.7; C = i; D = 18
#23 CC(Cc1ccccc1)/[N+]([O-])=C\c1ccc(C(F)(F)F)cc1 (stereo not drawn)
  A = i; B = 0.8; C = i; D = 27
#24 COC(=O)C1=C(c2ccc(F)cc2OCc2ccccc2)C[C@@H]2CC[C@H]1N2C(=O)NCc1ccc([N+](=O)[O-])cc1
  A = i; B = 0.0; C = i; D = 11
#25 C[C@H]1CCC/C=C/[C@@H]2C[C@H](O)C[C@H]2[C@H](O)/C=C/C(=O)O1
  A = ?; B = .; C = i; D = 26&20

Arranged by SMILES length (smallest number first): part of the list above.
Screens by letter: A = Myeloid diff MLP; B = Myeloid diff MLP GFP+ MAC1+ %; C = T cell modulator; D = T cell modulator vesicle-bound %
#1 COC(=O)C1=C(c2ccc(OC(F)(F)F)cc2)C[C@@H]2CC[C@H]1N2C(=O)NC(C)C
  A = i; B = 2.2; C = i; D = 16
#16 COC(=O)C1=C(c2ccc(F)cc2F)C[C@@H]2CC[C@H]1N2C(=O)NC1Cc2ccccc2C1
  A = i; B = 2.2; C = i; D = 44
#2 COC(=O)C1=C(c2ccc(Cl)c(C(F)(F)F)c2)C[C@@H]2CC[C@H]1N2C(=O)NCC1CC1
  A = i; B = 0.5; C = i; D = 35

Only Myeloid diff MLP and Myeloid diff MLP GFP+ MAC1+ %, for some of the entries so far:
| nr | Molecule | Myeloid diff MLP | Myeloid diff MLP GFP+ MAC1+ % |
| --- | --- | --- | --- |
| 3 | COC(=O)C1=C(c2ccc(OC)c(OC)c2)C[C@@H]2CC[C@H]1N2C(=O)NCCCOC(C)C | i | 0.7 |
| 4 | Cc1ccc(N)c(N)c1 | i | 2.0 |
| 5 | COC(=O)C1=C(c2ccc(F)cc2OCc2ccccc2)C[C@@H]2CC[C@H]1N2C(=O)N1CCC(C)CC1 | i | 1.9 |
| 6 | CCN(CC)C(=O)c1ccc(NC(=O)COC(=O)c2ccc(Cl)s2)cc1 | i | 0.1 |
| 7 | CC1CCCC(NC(=O)COC(=O)c2cn(C)c3ccccc23)C1C (stereo not drawn) | i | 0.6 |
| 8 | C[C@H]1C(=O)O[C@@H]2CCN3CC=C(COC(=O)[C@](C)(O)[C@]1(C)O)[C@H]23 | i | 1.6 |

(cont.)
Screens by letter: A = Myeloid diff MLP; B = Myeloid diff MLP GFP+ MAC1+ %; C = T cell modulator; D = T cell modulator vesicle-bound %
#26 COC(=O)C1=C(c2ccc(C(C)=O)cc2)C[C@@H]2CC[C@H]1N2C(=O)NC1CCCCC1
  A = i; B = 1.6; C = i; D = 36
#27 C1=NCCc2c1[nH]c1ccccc21
  A = i; B = 0.9; C = i; D = 36
#28 COC(=O)C1=C(c2ccc(F)cc2OCc2ccccc2)C[C@@H]2CC[C@H]1N2C(=O)NC1Cc2ccccc2C1
  A = i; B = 0.6; C = i; D = 46
#29 CC(=O)CCC(C)=O
  A = i; B = 2.4; C = i; D = 22
#30 COc1cc([C@H]2OC[C@H]3[C@@H]2CO[C@@H]3c2cc(OC)c(O[C@@H]3O[C@H](CO)[C@@H](O)[C@H](O)[C@H]3O)c(OC)c2)cc(OC)c1O[C@H]1O[C@@H](CO)[C@H](O)[C@@H](O)[C@@H]1O
  A = i; B = 3.3; C = i; D = 20
#31 C[C@]12CC[C@@H](O)CC1=CCC1C2CC[C@@]2(C)C1CC[C@@H]2N (stereo partly drawn)
  A = i; B = 0.9; C = i; D = 34
#32 OCCOCCO
  A = i; B = 2.0; C = i; D = 6
#33 CC(=O)/C=C/c1ccccc1
  A = i; B = 4.7; C = i; D = 8
#34 COC(=O)C1=C(c2ccc(F)cc2OCc2ccccc2)C[C@@H]2CC[C@H]1N2C(=O)NCc1ccc(Br)cc1
  A = i; B = 1.2; C = i; D = 22
#35 CC(C)c1c(CN(C)C(C)Cc2ccccc2)n(C)n(-c2ccccc2)c1=O (stereo not drawn)
  A = i; B = 8.0; C = i; D = 42
#36 OCC1CO1 (stereo not drawn)
  A = i; B = 2.4; C = i; D = 30
#37 C[C@]12CCC3C(CC[C@H]4C[C@H](O)CC[C@]34C)C1CCC2=O (stereo partly drawn)
  A = i; B = 0.9; C = i; D = 40
#38 C=CC[N+]1(C)CC[C@]23c4c5ccc(O)c4O[C@H]2C(=O)CC[C@@]3(O)[C@H]1C5 (stereo partly drawn)
  A = i; B = 2.9; C = i; D = 29
#39 COC(=O)c1c2[n+](cc3cc(OC)c(OC)cc13)CCc1cc(OC)c(OC)cc1-2
  A = i; B = 1.2; C = i; D = 43
#40 COC(=O)C1=C(c2ccc(F)cc2OCc2ccccc2)C[C@@H]2CC[C@H]1N2C(=O)NCc1ccc(C)cc1
  A = i; B = 3.4; C = i; D = 52
#41 Clc1cc(Cl)c(-c2cc(Cl)c(Cl)cc2Cl)cc1Cl
  A = i; B = 1.5; C = i; D = 33
#42 O=C(COC(=O)Cc1ccccc1)NCCNC(=O)COC(=O)Cc1ccccc1
  A = i; B = 0.5; C = i; D = 8
#43 Clc1ccc(CCC(Cn2ccnc2)Sc2c(Cl)cccc2Cl)cc1 (stereo not drawn)
  A = i; B = 10; C = i; D = 15
#44 COC(=O)C1=C(c2ccc(F)cc2OCc2ccccc2)C[C@@H]2CC[C@H]1N2C(=O)NCCOc1ccc(OC)cc1
  A = i; B = 0.7; C = i; D = 5
#45 COc1cc(OC)c([C@H]2C=C(C)[C@H]3C[C@@H]2C3(C)C)c(OC)c1
  A = i; B = 0.2; C = i; D = 31
#46 COC(=O)C1=C(c2cccc(C#N)c2)C[C@@H]2CC[C@H]1N2C(=O)NCC1CC1
  A = i; B = 2.2; C = i; D = 42
#47 O=C(COC(=O)Cc1ccccc1)NC(=O)NC1CCCCC1
  A = i; B = 0.6; C = i; D = 28
#48 COC(=O)C1=C(c2ccc(OC(F)(F)F)cc2)C[C@@H]2CC[C@H]1N2C(=O)NCCO
  A = i; B = 1.9; C = i; D = 26
#49 C[C@]12CC[C@H](O)CC1=C([N+](=O)[O-])CC1C2CC[C@@]2(C)C1CC[C@@H]2O (stereo partly drawn)
  A = i; B = 0.8; C = i; D = 33
#50 Cc1cccc([N+](=O)[O-])c1
  A = i; B = 1.2; C = i; D = 30
#51 COC(=O)C1=C(c2ccc(-c3ccccc3)c(F)c2)C[C@@H]2CC[C@H]1N2C(=O)NCC1CC1
  A = i; B = 3.9; C = i; D = 22
#52 Oc1ccc(Cl)cc1
  A = i; B = 1.1; C = i; D = 14
#53 Cc1csc(NC(=O)C(Cl)c2ccccc2)n1 (stereo not drawn) (tested in a mixture with another compound)
  A = i; B = 1.0; C = i; D = 27
#54 NC(=O)c1ccc(OCCC(O)N2CC=C(c3ccc(F)cc3)CC2)cc1 (stereo not drawn)
  A = i; B = 1.9; C = i; D = 34
#55 CCCN1CCO[C@@H]2c3cc(O)ccc3OC[C@H]21
  A = i; B = 1.3; C = i; D = 23
#56 CC(C)NP(=O)(NC(C)C)OP(=O)(NC(C)C)NC(C)C
  A = i; B = 2.5; C = i; D = 27
#57 COC(=O)C1=C(c2cccc(C#N)c2)C[C@@H]2CC[C@H]1N2C(=O)NCCOc1ccccc1
  A = i; B = 0.7; C = i; D = 27
#58 CCCNC(=O)N1[C@H]2CC[C@@H]1C(C(=O)OC)=C(c1ccc(Cl)c(C(F)(F)F)c1)C2
  A = i; B = 1.7; C = i; D = 36
#59 Cc1ccc(C(C)C)c(OCC(=O)N2CCN(CC(=O)N3CCOCC3)CC2)c1
  A = i; B = 0.8; C = i; D = 26
#60 COC(=O)C1=C(c2ccc(OCc3ccccc3)cc2)C[C@@H]2CC[C@H]1N2C(=O)NCc1ccc(N(C)C)cc1
  A = i; B = 1.7; C = i; D = 21
#61 Oc1ccc2c3c1O[C@H]1c4[nH]c5ccccc5c4C[C@@]4(O)[C@@H](C2)N(CC2CC2)CC[C@]314
  A = i; B = 2.1; C = i; D = 44
#62 CC1(C)C(=O)CC[C@@]2(C)C1=CCC1C2CC[C@]2(C)C(=O)CCC12 (stereo partly drawn)
  A = i; B = 0.8; C = i; D = 56
#63 C/C=C1/C[C@@H](C)[C@](O)(CO)C(=O)OCC2=CCN3CC[C@@H](OC1=O)[C@@H]23
  A = i; B = 0.6; C = i; D = 52
#64 COC(=O)C1=C(c2ccc(F)cc2OCc2ccccc2)C[C@@H]2CC[C@H]1N2C(=O)NC1CCCCC1
  A = i; B = 0.6; C = i; D = 41
#65 Nc1ncn[nH]1
  A = i; B = 0.4; C = i; D = 32

This is a subset; the hit share may differ from the screen's.
